# Assay outcomes deposited in PubChem BioAssay by several laboratories.
# V-ATPase pH = regulators of yeast V-ATPase proton pumping, primary screen, pHLuorin cytosolic pH fluorescence. S. cerevisiae. response, % at 10 µM. actives 0.37% (n = 350,000). AID 504577, 2011; in the data active = response mostly above about 7.3%, no sharp cut-off; inactive = mostly below about 5.4%; note: actives read high; inactives centre near 0; some compounds called inactive have numbers as strong as hits; reference of the scale not given here
# Keap1 Nrf2 FP = Keap1-Nrf2 protein-protein interaction inhibitors, primary screen, biochemical, fluorescence polarization, single point. Keap1 Kelch-Nrf2 peptide fluorescence polarization, 1536-well. inhibition, % at 9.4 µM. actives 0.15% (n = 340,000); in the data active = inhibition above about 12%;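 note: human Keap1 Kelch domain with fluorescein labeled Nrf2 9mer peptide probe; 0% = neutral control wells and 100% = peptide positive control; higher means more block of Keap1 binding to Nrf2 peptide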
# OPRM1-OPRD1 inv = inverse agonists of MOR-DOR heterodimerization, primary screen, cell-based, luminescence; Mu-type opioid receptor (Homo sapiens) + Delta-type opioid receptor (Homo sapiens), …; cell-based MOR-DOR heterodimer luminescence, inverse agonism; inhibition, % at 9.3 µM; actives 0.21% (n = 340,000); AID 504357, 2011; in the data active = inhibition above about 22%, passing the limit was not always enough;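 note: 0% = cells with DMSO and 100% = wells without cells with DMSO; values of inactives mirror those of a sister screen read the other way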
# Arrestin-AP2 inh = inhibitors of beta-arrestin/AP2 binding, primary screen, biochemical, GPCR trafficking, flow cytometry; actives 0.31% (n = 340,000); FITC-arrestin peptide / GST-AP2 beads; AP2 beta2 appendage carries R879A mutation; beta-arrestin 1 C-terminal peptide binding to AP2 beta2-adaptin appendage (human); inhibition, % at 10 µM;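 active = inhibition above a set limit, near 3 SD of compounds lacking own fluorescence, cut at about 54% in these data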;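 note: plate controls were DMSO wells for no effect and 5 µM unlabelled arrestin peptide for full effect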
#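 Test system: GST-tagged AP2 beta2-adaptin appendage (R879A) on 4 µm glutathione beads; also added: fluorescein-tagged arrestin peptide at 50 nM final; timing: 12 min plus 1 h, RT; signal: flow cytometry, FL1 (488/535 nm); read-out: percent drop in bead-associated FITC signal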
# LANA DNA inh = inhibitors of KSHV C-LANA binding to DNA, primary screen, biochemical, fluorescence polarization, FAM-LBS DNA, MBP-C-LANA, single point. AID 504423, 2011. actives 0.078% (n = 340,000). Kaposi's sarcoma herpesvirus LANA C-terminal domain (residues 932-1162) DNA binding. inhibition, % at 9 µM;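 active = highest replicate inhibition at or above 60% at 9 µM, even if other replicates fall short; inactive = all replicates below 60% inhibition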;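 note: 0% = neutral control wells and 100% = 4 µM acridine orange control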
# Cardiac RTF inh = cardiac RTF calcium sensitivity inhibitors, primary screen, biochemical, IANBD-TnC fluorescence, EC70 calcium. Troponin I, cardiac muscle (Homo sapiens) + Troponin T, cardiac muscle (Homo sapiens) + …. IANBD-labeled cardiac RTF, Ca2+ fluorescence. inhibition, % at 7.15 µM. actives 0.12% (n = 340,000). AID 493244, 2011;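 active = inhibition above the mean inhibition of all tested compounds plus 3 SD, cut at about 17% in these data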;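 note: assay run at fixed EC70 calcium of 1.6 mM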
# Wnt bcat act = Wnt/beta-catenin pathway activators, primary screen, cell-based, plate reader, single point. activation, % at 9.35 µM. Wnt/beta-catenin reporter cell assay, activator. actives 1.2% (n = 300,000); in the data active = activation above about 30%, passing the limit was not always enough;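 note: 0% = neutral control wells and 100% = positive control wells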
# MOR-DOR ag = agonists of OPRM1-OPRD1 heterodimerization, primary screen, cell-based, luminescence | actives 0.3% (n = 340,000) | AID 504326, 2011 | cells | activation, % at 9.3 µM | Mu-type opioid receptor (Homo sapiens) + Delta-type opioid receptor (Homo sapiens), …; in the data active = activation above about 18%;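 note: 0% = vehicle-treated cells and 100% = reference agonist; values of inactives mirror those of a sister screen read the other way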
# cardiac RTF act = cardiac RTF calcium sensitivity activators, primary screen, biochemical, IANBD-TnC fluorescence, EC20 calcium; Troponin I, cardiac muscle (Homo sapiens) + Troponin T, cardiac muscle (Homo sapiens) + …; actives 0.24% (n = 340,000); activation, % at 7.2 µM; IANBD-labeled TnC RTF fluorescence at EC20 calcium; 0% EC20 calcium, 100% full calcium;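 active = activation above the mean over all tested compounds plus 3 SD, cut at about 30% in these data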;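 note: rise in fluorescence read as greater calcium sensitivity of cardiac thin filaments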
# Pemphigus Ab inh = inhibitors of pemphigus antibody binding to DSG3, primary screen, biochemical, bead-based, flow cytometry, scFv-GFP; Desmoglein-3 (Homo sapiens), P32926; binding (percent of control), % at 10 µM; actives 0.48% (n = 310,000); AID 588358, 2011; DSG3-coupled beads, scFv-anti-DSG3-GFP binding; hits give low values;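 active = binding more than 3 SD below its plate's average and above zero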;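 note: hits lower antibody fragment binding to DSG3; some compounds called inactive have numbers as strong as hits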
# Target sequence (P32926 whole entry, looked up, the tested form may be a part): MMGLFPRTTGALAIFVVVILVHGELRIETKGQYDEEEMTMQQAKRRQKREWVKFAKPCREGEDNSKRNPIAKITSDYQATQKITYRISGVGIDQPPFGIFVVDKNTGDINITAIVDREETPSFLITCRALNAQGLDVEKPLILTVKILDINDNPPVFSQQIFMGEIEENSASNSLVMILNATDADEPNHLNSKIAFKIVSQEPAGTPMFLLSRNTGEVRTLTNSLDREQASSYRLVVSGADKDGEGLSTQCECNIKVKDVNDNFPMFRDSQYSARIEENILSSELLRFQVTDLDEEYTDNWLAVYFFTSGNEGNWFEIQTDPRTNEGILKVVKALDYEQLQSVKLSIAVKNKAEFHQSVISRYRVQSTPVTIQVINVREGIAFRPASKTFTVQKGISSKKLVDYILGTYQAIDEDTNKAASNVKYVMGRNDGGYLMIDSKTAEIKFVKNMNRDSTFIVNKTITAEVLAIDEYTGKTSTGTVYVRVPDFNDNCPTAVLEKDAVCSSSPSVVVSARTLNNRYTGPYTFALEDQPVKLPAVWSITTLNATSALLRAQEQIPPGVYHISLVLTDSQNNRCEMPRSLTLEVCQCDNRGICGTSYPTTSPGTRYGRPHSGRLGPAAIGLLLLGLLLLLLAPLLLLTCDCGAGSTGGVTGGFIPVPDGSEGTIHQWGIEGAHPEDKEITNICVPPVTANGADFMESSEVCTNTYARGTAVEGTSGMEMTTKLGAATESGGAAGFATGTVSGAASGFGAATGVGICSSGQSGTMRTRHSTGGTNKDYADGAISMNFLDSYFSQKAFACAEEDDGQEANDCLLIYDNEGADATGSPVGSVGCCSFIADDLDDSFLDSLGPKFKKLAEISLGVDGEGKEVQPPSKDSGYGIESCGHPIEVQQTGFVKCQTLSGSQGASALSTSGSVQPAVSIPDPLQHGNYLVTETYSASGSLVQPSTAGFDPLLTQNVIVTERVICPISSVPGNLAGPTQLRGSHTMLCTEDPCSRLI
# Active calls of the source: *; / = not tested or not shown.
V-ATPase pH	Keap1 Nrf2 FP	OPRM1-OPRD1 inv	Arrestin-AP2 inh	LANA DNA inh	Cardiac RTF inh	Wnt bcat act	MOR-DOR ag	cardiac RTF act	Pemphigus Ab inh	canonical_smiles
2	0	5	-7	-0.9	-11	-1	-1.1	1	93	Cn1c(-c2ccco2)n[nH]c1=S
5	-7	8	-8	2.3	-10	-3	-1.7	2	104	CCCc1cc(=O)[nH]c(SCC(=O)c2cc(C)n(CCC)c2C)n1
-2	4	8	24	1.3	1	-11	-1.5	-3	93	O=C(CN1CCN(C(=O)c2ccco2)CC1)Nc1ccc2c(c1)OCCO2
1	-2	6	-6	2.9	5	/	-1.1	0	105	CCNc1nc(NCC)n2c(SCC(=O)NC34CC5CC(CC(C5)C3)C4)nnc2n1
1	-7	9	2	2.9	-3	8	-1.5	2	121	Cc1cccc(Nc2c(-c3ccc(N4CCOCC4)cc3)nc3ncccn23)c1
-2	5	-3	16	-0.7	-4	0	0.6	2	114	COc1ccccc1/C=C/C(=O)Nc1nc(N)n(-c2ccccc2)n1
0	0	-1	-4	-0.8	-8	-1	0.3	5	99	CC(C)c1ccc(NC(=O)CNCC(c2ccccc2)N(C)C)cc1 (centres undefined)
1	-1	-3	24	0.0	-4	0	0.5	0	94	CCOc1ccc(-n2nnnc2SCC(=O)NNC(=O)c2ccco2)cc1
-4	-8	-4	-1	-4.4	-11	/	0.7	3	101	Cc1ccc(-c2noc(CNCCCN(C)C)n2)cc1
-3	1	7	18	-1.5	-2	-2	-1.2	0	105	CN(C(=O)c1ccc(S(=O)(=O)N2CCCC2)cc1)C1CCCCC1
0	6	9	0	1.9	-1	-1	-1.6	-3	86	CCC1(O)CCCC2C3CCC4CC(=O)CCC4(C)C3C(=O)CC21C (centres undefined)
7	0	-1	42	-0.9	-18	-2	0.2	4	105	COc1ccc2[nH]c(=O)c(CN(C(C)=O)C3CCCCC3)cc2c1
-1	-1	15	-4	0.3	0	-1	-2.9	-2	99	COc1ccccc1NC(=O)c1ccc2c(O)c(S(=O)(=O)c3ccccc3)c(=O)[nH]c2c1
2	-5	14	-16	-0.3	3	0	-2.9	7	98	Cc1ccc(C(=O)N[C@@H](Cc2ccccc2)C(=O)N2CCC3(CC2)NCCc2[nH]cnc23)cc1C
-3	0	15	-7	1.3	-4	0	-2.3	1	90	O=C(NC1CCCCC1)C(c1cccs1)N(C(=O)c1ccccn1)c1ccccc1 (centres undefined)
3	6	-9	12	3.1	-6	-2	1.9	-3	106	COC(=O)Cn1cnc2c(nnn2-c2ccc(OC)cc2)c1=O
5	-3	6	-2	0.4	2	1	-1.3	0	107	Cn1cc(/C=C(\NC(=O)c2ccccc2Cl)C(=O)NCCCn2ccnc2)c2ccccc21
1	0	-2	13	0.0	-4	/	0.3	-2	94	CC1(C)CC(=O)C(C=NCCCn2ccnc2)=C(O)C1
3	1	19	2	-0.8	4	5	-3.6	-9	105	CC/C(=N/NC(=O)c1ccccc1)c1ccc(OCCN2CCOCC2)cc1
-4	1	-21	3	-0.1	-1	-1	3.9	7	102	CC(=O)Nn1cnc2c(c1=O)C1(CCCC1)Cc1ccccc1-2
0	2	-3	17	0.8	-9	-1	0.4	-4	/	Cc1ccc(NC(=O)C2C3C=CC4(O3)C2C(=O)N(CCN2CCOCC2)C4C(=O)NC2CCCCC2)cc1C (centres undefined)
-3	-2	-25	3	-0.2	3	/	4.7	-4	102	Cn1ncc(C#N)c1/N=C/N(Cc1ccccc1)Cc1ccccc1
1	-2	-3	2	-0.1	5	-2	0.6	1	100	N#CCCN1CCN(S(=O)(=O)c2ccc(S(=O)(=O)N3CCCCCC3)cc2)CC1
2	3	14	-12	-0.6	2	-6	-2.1	-13	104	CC(OC(=O)c1ccc(=O)n(Cc2ccccc2)n1)C(=O)Nc1cccc(Cl)c1 (centres undefined)
1	-7	7	0	-0.9	-5	-4	-1.3	3	105	CCOC(=O)C1=C(C(F)(F)F)Nc2ncnn2C1c1cc(OC)c(OC)cc1OC (centres undefined)
0	1	22	-3	0.9	-6	0	-4.3	-4	92	O=C(CN1CCN(Cc2ccc(F)cc2)C1=O)NC1CCCC1
4	-6	5	-1	-0.6	-12	-1	-0.9	-5	104	CN1CCN(C(=O)C2=C[C@H](c3coc4ccccc4c3=O)C[C@H](OCCCCO)O2)CC1
0	-2	-6	0	-7.9	1	3	0.9	0	102	CN(CC(=O)Nc1ccc(N2CCOCC2)cc1)C(=O)c1cccc(Cl)c1Cl
2	0	-4	10	-0.2	-7	0	0.6	11	/	O=C(Nc1ccc(S(=O)(=O)Nc2nccs2)cc1)c1ccc(F)cc1
-2	2	15	0	0.3	-2	-8	-3.0	-2	101	O=C(COc1ccc(S(=O)(=O)NC2CCCC2)cc1)NCC1CCCO1 (centres undefined)
-2	-4	5	7	1.3	3	-1	-1.0	-4	104	NC(=O)c1nsc(C(=O)N(c2ccc(Cl)cc2)C(C(=O)NCC2CCCO2)c2cccs2)c1N (centres undefined)
-1	0	0	4	-0.2	5	3	0.0	3	115	COc1ccc(NC(=O)C/C(C)=N/NC(=O)c2cnccn2)cc1
4	6	7	-4	0.8	9	-2	-1.5	-7	119	CCOc1cc(NC(=S)NCC2CCCO2)c(OCC)cc1NC(=O)c1ccccc1F (centres undefined)
-1	-1	-7	-2	-1.3	-4	-3	1.5	7	105	CCOP(=O)(OCC)c1nc(-c2cccc3ccccc23)oc1N1CCCCC1
1	-7	0	8	4.7	-5	-3	0.0	6	123	CCn1c(SCc2ccc(C#N)cc2)nnc1-c1cccc(Cl)c1
1	1	-15	3	-2.8	-4	/	2.5	4	105	Cc1ccc(/C=C/c2nc3ccccc3s2)s1
-2	1	-1	21	0.2	-8	/	0.1	-10	94	COC(=O)[C@H](CCSC)NC(=O)N1CCN(Cc2ccccc2)CC1
-2	3	11	-18	-0.8	-9	1	-2.2	-1	103	O=C(O)c1cccc([N+](=O)[O-])c1C(=O)Nc1nc2ccccc2s1
6	3	3	32	2.4	3	2	-0.5	-8	109	COc1ccc(N(C(=O)c2cnccn2)C(C(=O)NC2CCCCC2)c2ccccc2)cc1 (centres undefined)
1	-5	-3	6	0.2	-11	-2	0.7	-1	102	O=C(Nc1cccc(NC(=O)c2ccco2)c1)c1ccc([N+](=O)[O-])cc1
0	4	7	0	3.8	-1	0	-1.5	3	93	Cc1ccc(C(=O)CSc2nc(N)cc(=O)[nH]2)cc1C
1	3	-9	26	-0.1	4	3	1.1	-6	119	COc1ccccc1N(CC(=O)NCCN1CCOCC1)S(=O)(=O)c1ccccc1
0	-5	-12	-3	-1.4	5	-3	1.6	-9	/	O=C(NCc1ccccc1)C12CC3CC(CC(Br)(C3)C1)C2
1	1	13	-9	-2.4	-6	-1	-2.7	-5	105	CC[C@]1(C(=O)OC)[C@H]2C(=O)N(Cc3ccccc3)C(=O)[C@H]2[C@H]2CN=C(SCc3ccc(C(=O)OC)cc3)N21
0	/	/	-3	/	/	53*	/	/	97	O=C(Nc1ccc(F)cc1)c1cc2c(s1)CCCC2
-3	2	-4	8	-1.3	0	-1	0.8	0	100	Cn1nc([N+](=O)[O-])nc1Sc1nnnn1-c1cccc(C(=O)O)c1
2	5	19	-5	1.8	-13	-1	-3.6	-2	102	O=S(=O)(c1cccnc1)N1CCn2cccc2C1c1ccccc1F (centres undefined)
-2	-1	0	-14	-0.1	9	-1	0.0	-1	113	O=c1c2cc(NC(=S)N3CCC(N4CCCCC4)CC3)ccc2nc2n1CCCCC2
3	3	2	-18	-2.2	-13	-2	-0.5	2	98	Cc1nc(C)c(C(=O)N2CCCC(CCC(=O)NCc3ccc(F)c(F)c3)C2)s1 (centres undefined)
4	1	11	-15	1.1	-12	1	-2.5	-1	102	COc1ccc(C2=NN(C(=O)CCC(=O)O)C(c3ccc(Br)cc3)C2)cc1 (centres undefined)
-4	1	9	24	0.7	-11	0	-1.8	-2	101	Cc1ccccc1C(=O)NCC(=O)OC1CCCCC1=O (centres undefined)
0	0	5	-3	-0.1	-4	/	-1.0	6	/	O=C(C1Cc2ccccc2CN1S(=O)(=O)c1ccc(F)cc1)N1CCCCCC1 (centres undefined)
-1	0	16	12	-0.2	-7	-7	-4.2	2	/	CCN(C(=O)COC(=O)CCOc1ccc(C(C)(C)C)cc1)c1c(N)n(Cc2ccccc2)c(=O)[nH]c1=O
2	/	20	34	/	-14	2	-3.8	0	99	CCCCn1c(N)c(N(CC(C)C)C(=O)CCCc2nc3ccccc3s2)c(=O)[nH]c1=O
-1	1	25	-13	0.2	-7	1	-4.9	-1	100	COC(=O)c1csc(S(=O)(=O)N2CCOCC2)c1OC
-1	1	10	33	0.4	3	-9	-2.2	-5	90	CC[C@@H](C)[C@H](C(CC(=O)N1CCCC1[C@@H](OC)[C@H](C)C(=O)N[C@H](Cc1ccccc1)c1nccs1)OC)N(C)C(=O)[C@H](NC(=O)[C@@H](C(C)C)N(C)C)C(C)C (some centres undefined)
3	-6	11	-2	-2.5	0	8	-2.2	1	112	COc1cccc(-c2nc(CS(=O)(=O)CC(=O)Nc3cccc(C(C)=O)c3)c(C)o2)c1
1	0	17	5	1.2	4	1	-3.4	0	102	O=C(CN(C(=O)c1ccccc1)N1C(=O)CCC1=O)c1cccs1
-10	0	6	2	1.3	5	10	-1.2	-1	103	CNC(=S)NNC(=O)c1oc2nc(-c3ccccc3)cc(C)c2c1N

# Wnt bcat act, entries above that show a hit
V-ATPase pH	Keap1 Nrf2 FP	OPRM1-OPRD1 inv	Arrestin-AP2 inh	LANA DNA inh	Cardiac RTF inh	Wnt bcat act	MOR-DOR ag	cardiac RTF act	Pemphigus Ab inh	canonical_smiles
0	/	/	-3	/	/	53*	/	/	97	O=C(Nc1ccc(F)cc1)c1cc2c(s1)CCCC2
